Screening results from PubChem.
NCI-60 one-dose screen, 48 h, at 10 µM unless noted. Numbers give growth in % (100 = growth as untreated, 0 = no growth, -100 = all killed).
UACC-62 = UACC-62 melanoma | hit rate 5.4% among 81,000 | AID 1794756
HS 578T = HS 578T breast cancer; hit rate 4.1% among 78,000
BT-549 = BT-549 breast cancer; hit rate 4.4% among 78,000; AID 1794793
SK-MEL-2 = SK-MEL-2 melanoma. hit rate 4.7% among 77,000
UACC-257 = UACC-257 melanoma | hit rate 4.4% among 78,000
SK-MEL-28 = SK-MEL-28 melanoma; hit rate 4.1% among 81,000; AID 1794761
MALME-3M = MALME-3M melanoma; hit rate 5.8% among 78,000
T-47D = T-47D breast cancer; hit rate 5% among 79,000
Starred values were filed as active, the others as inactive; / = not tested or not shown; & = joins results of further samples. The calls were made as follows: active = growth percent below 10; inactive = the rest.

1: N#Cc1c(N)nnn1Cc1cc(=O)oc2ccc3ccccc3c12
2: C[n+]1ccc(/C=C/c2ccc(Cl)c(Cl)c2)cc1
3: Cc1ccc(NC2C(=O)NC(=O)NC2=O)cc1
4: CC(=O)Oc1ccc(I)cc1C(=O)O
5: Cc1[nH]n(-c2ccccc2)c2nc3nncc3c(-c3ccc(Cl)cc3)c12
6: N#Cc1c(-c2ccccc2)cc(-c2ccccc2)n(CCCCC(=O)O)c1=O
7: CC(C)=CCC[C@](C)(O)[C@H]1CC[C@]2(C)[C@@H]1CC[C@@H]1[C@@]3(C)C/C(=C/c4ccco4)C(=O)C(C)(C)[C@@H]3CC[C@]12C
8: CSC(=S)N/N=C/c1cn(-c2ccccc2)nc1-c1cc2ccccc2oc1=O

Compound | 1 | 2 | 3 | 4 | 5 | 6 | 7 | 8
UACC-62 | 86 | 111 | 94&100 | 93 | 92 | 81 | 92 | 58
HS 578T | 96 | 107 | 121&107 | 95 | 110 | 101 | 95 | 70
BT-549 | 96 | 97 | 102&107 | 96 | 111 | 91 | 98 | 63
SK-MEL-2 | 92 | 98 | 124&125 | 94 | 123 | 97 | 109 | 98
UACC-257 | 89 | / | 104&92 | 76 | 101 | 94 | 109 | 89
SK-MEL-28 | 103 | 93 | 107&123 | 104 | 104 | 90 | 102 | 89
MALME-3M | 94 | 95 | 109&137 | 92 | 132 | 88 | 107 | 79
T-47D | 91 | 93 | 102&103 | 79 | 94 | 103 | 98 | 66

9: CN(C)Cc1c(-c2ccccc2)oc(-c2ccccc2)c1Cl
10: Oc1ccc(CCCCCCc2ccc(O)cc2)cc1
11: CN1C(=O)C(C2=NN(c3ccccc3)C(c3ccc(F)cc3)C2)C(=O)N(C)C1=O (centres undefined)
12: CC(Oc1c(Cl)cc(Cl)cc1Cl)C(=O)O (centres undefined)
13: O=C(Nc1cccnc1Nc1ccccc1)c1cn(Cc2ccc(F)cc2)nn1
14: O=C(c1sc(-c2cccc(C(F)(F)F)c2)cc1O)N1CCOCC1
15: N#Cc1nc(CC(=O)c2ccc(Cl)c(Cl)c2)c(CC(=O)c2ccc(Cl)c(Cl)c2)nc1C#N
16: COc1cccc(-c2nc3sccn3c2-c2ccnc(NCCNS(=O)(=O)c3ccccc3)n2)c1

Compound | 9 | 10 | 11 | 12 | 13 | 14 | 15 | 16
UACC-62 | 103 | 14 | 91 | 94 | 96 | 85 | 80 | 32
HS 578T | 83 | 103 | 100 | 94 | 92 | 90 | 85 | 107
BT-549 | 105 | 50 | 110 | 110 | 93 | 100 | 96 | 58
SK-MEL-2 | 110 | 89 | 112 | 107 | 111 | 99 | 122 | 77
UACC-257 | 103 | 91 | 99 | 86 | 112 | 87 | 99 | 81
SK-MEL-28 | 96 | 104 | 104 | 109 | 109 | 97 | 104 | 66
MALME-3M | 112 | 93 | 112 | 97 | 105 | 100 | 87 | 67
T-47D | 90 | 65 | 103 | 106 | 105 | 86 | / | 9.5*

17: Cn1cc(-c2cc3ncnc(Nc4ccc(CC(=O)Nc5cc(C(C)(C)C)nn5C)cc4)c3s2)cn1
18: C[n+]1ccncc1
19: Fc1ccc(Nc2csc(Nc3cnccn3)n2)cc1
20: O=C1c2cccc3c(-c4ccccc4F)ccc(c23)C(=O)N1c1nc2ccccc2s1
21: COc1c(F)ccc(C(=O)Nc2ccc3nc(NC(=O)C4CCCN(S(=O)(=O)c5ccc(C(F)(F)F)cc5)C4)sc3c2)c1F (centres undefined)
22: CC(=O)c1ccc(O)c(O)c1O
23: CCOC(=O)/C(=C\c1cn(C(C)=O)c2ccccc12)P(C)(=O)OCC (centres undefined)
24: c1ccc2c(c1)ccc1cc3cc4oc5ccccc5c4nc3nc12

Compound | 17 | 18 | 19 | 20 | 21 | 22 | 23 | 24
UACC-62 | 34 | 97 | 89 | 42 | 66 | 104 | 86 | 89
HS 578T | 32 | 96 | 102 | 97 | 51 | 114 | 95 | 93
BT-549 | 46 | 87 | 106 | 89 | 69 | 104 | 98 | 95
SK-MEL-2 | 22 | 107 | 105 | 95 | 85 | 103 | 116 | 109
UACC-257 | 84 | 103 | 108 | 100 | 86 | 112 | 99 | 90
SK-MEL-28 | 77 | 97 | 111 | 85 | 92 | 109 | 100 | 106
MALME-3M | 57 | 93 | 105 | 98 | 89 | 106 | 79 | 96
T-47D | 12 | 104 | 100 | 79 | 60 | / | 90 | 61

25: O=c1c2sc3ncc(Br)cc3c2ncn1-c1cccc(Cl)c1
26: COc1cccc(C2=NN3C(C2)c2cc(Br)cc(OC)c2OC32CCN(Cc3ccccc3)CC2)c1 (centres undefined)
27: Fc1cccc(C2CC(c3ccccc3Cl)=NN2c2ccc(-c3ccccc3)nn2)c1 (centres undefined)
28: O=C1/C(=C/c2coc3ccccc3c2=O)N=C(c2ccccc2)N1c1ccc(S(=O)(=O)Nc2nccs2)cc1
29: CC1(C)CC(=O)C(Cn2cnc3ccccc32)C(=O)C1
30: Brc1ccc2[nH]cc(-c3nc(-c4ccsc4)cs3)c2c1
31: CCCCCCCCCCCCCCCCCC(=O)OCCCCCCCCCCCCC
32: CN(C)CCNc1nc2ccccc2c2c(=O)c3ccccc3sc12

Compound | 25 | 26 | 27 | 28 | 29 | 30 | 31 | 32
UACC-62 | 80 | 99 | 79 | / | 103 | 88 | 113 | -33*
HS 578T | / | 95 | 90 | 98 | 114 | 91 | 122 | 30
BT-549 | 79 | 110 | 95 | 105 | 111 | 98 | 133 | 74
SK-MEL-2 | 96 | 102 | 107 | 100 | 117 | 94 | 112 | -11*
UACC-257 | 88 | 104 | 102 | 98 | 101 | / | 108 | 29
SK-MEL-28 | 78 | 107 | 104 | 102 | 108 | 105 | 125 | -25*
MALME-3M | 52 | 100 | 92 | / | 107 | 101 | 130 | 12
T-47D | 62 | 108 | 74 | 80 | 108 | 59 | 98 | 49

A draw from above in order of molar mass, falling.
28: O=C1/C(=C/c2coc3ccccc3c2=O)N=C(c2ccccc2)N1c1ccc(S(=O)(=O)Nc2nccs2)cc1
26: COc1cccc(C2=NN3C(C2)c2cc(Br)cc(OC)c2OC32CCN(Cc3ccccc3)CC2)c1 (centres undefined)
27: Fc1cccc(C2CC(c3ccccc3Cl)=NN2c2ccc(-c3ccccc3)nn2)c1 (centres undefined)

Compound | 28 | 26 | 27
UACC-62 | / | 99 | 79
HS 578T | 98 | 95 | 90
BT-549 | 105 | 110 | 95
SK-MEL-2 | 100 | 102 | 107
UACC-257 | 98 | 104 | 102
SK-MEL-28 | 102 | 107 | 104
MALME-3M | / | 100 | 92
T-47D | 80 | 108 | 74

More results:
33: COc1ccc2nc(NC(=O)Cc3ccc4c(c3)OCCO4)sc2c1
34: CC1(C)CC(=O)C2=C(C1)N(CCc1ccc(S(N)(=O)=O)cc1)C1=C(C(=O)CC(C)(C)C1)C2c1ccc(Cl)cc1
35: CC(=O)Nc1ccc(S(=O)(=O)/N=C(/C)N)cc1
36: CCOC(=O)c1[nH]c(C)c(C(=O)O)c1C
37: COc1ccc(/C(C)=C(/c2ccc(OCCCN(C)C)cc2)c2ccc(OC(=O)c3ccccc3)cc2)cc1
38: CC(C)=CCCC1=C2[C@H](C[C@@]3(C)[C@H]2C[C@@H](O)[C@H]2[C@@]4(C)CC[C@@H](O)[C@@H](C)[C@@H]4CC[C@@]23C)OC1=O
39: C#CCOc1ccc(/C=C2/SC(=S)NC2=O)cc1OC
40: CC(C)=CCc1ccc(O)cc1

Compound | 33 | 34 | 35 | 36 | 37 | 38 | 39 | 40
UACC-62 | 95 | 82 | 98 | 107 | 89 | 79 | 97 | 109
HS 578T | 111 | 99 | 101 | 131 | 55 | 84 | 88 | 105
BT-549 | 77 | 124 | 100 | / | 87 | 92 | 101 | 111
SK-MEL-2 | 102 | / | 94 | 124 | 91 | 101 | 105 | /
UACC-257 | 122 | 100 | 96 | 111 | 90 | 102 | 97 | 92
SK-MEL-28 | 114 | 100 | 109 | / | 85 | 90 | 103 | 114
MALME-3M | 98 | 92 | 99 | 122 | 84 | 104 | 91 | 122
T-47D | 92 | 98 | 92 | 109 | 50 | 65 | 61 | 96

41: Cc1cc(NS(=O)(=O)c2ccc(NC(=O)CSc3nc4ccccc4c(=O)n3-c3ccccc3)cc2)no1
42: CCOc1cc2c(cc1OCC)C(c1cc(C)c(O)c(C)c1)NCC2 (centres undefined)
43: CCOC(=O)[C@@H]1[C@H](c2ccc(OC)cc2)[C@H]([N+](=O)[O-])[C@H](c2cn(-c3ccccc3)nc2C)N1Cc1ccccc1
44: O=[N+]([O-])c1ccc(I)cc1
45: NC(=O)c1[nH]cnc1/N=N/N(CCO)CCO
46: Cc1ccc(S(=O)(=O)N(C)c2ccccc2)cc1
47: CC(=O)OCCCCN1C=C/C(=C\C(=O)n2ccc3ccccc32)c2ccccc21
48: Cn1c2ccccc2c2nn(C(=O)c3ccccc3)c(=O)nc21

Compound | 41 | 42 | 43 | 44 | 45 | 46 | 47 | 48
UACC-62 | 89 | 91 | 72 | 100 | 84 | 96&94 | 89 | 105
HS 578T | 93 | 107 | 93 | 124 | 106 | 99&111 | 102 | 105
BT-549 | 97 | 107 | / | / | 111 | 100&97 | 113 | 114
SK-MEL-2 | 109 | 98 | 99 | 102 | 50 | 94&96 | 113 | 113
UACC-257 | 98 | 94 | 73 | 120 | 93 | 90&104 | 112 | 118
SK-MEL-28 | 96 | 107 | 87 | 95 | 98 | 108&97 | 111 | /
MALME-3M | 95 | 99 | 86 | 98 | 104 | 105 | 106 | /
T-47D | 90 | 92 | 59 | 115 | 90 | 97&96 | 93 | /

49: O=C(O)CCSc1nc2ccccc2s1
50: O=C(NN1C(=O)/C(=C/C=C/c2ccc([N+](=O)[O-])o2)SC1=S)c1ccc(O)cc1
51: COc1ccc2[nH]cc(C3(c4c[nH]c5ccc(OC)cc45)C(=O)Nc4ccc(F)cc43)c2c1
52: O=C1c2ccc3c4c(ccc(c24)C(=O)N1CCCNCc1ccccc1)C(=O)N(CCCNCc1ccccc1)C3=O
53: Cc1cs/c(=N\NC(=O)c2cc(-c3cc4ccccc4o3)nn2-c2ccccc2)n1-c1ccccc1
54: CSc1ccc(Nc2ncnc(N)n2)cc1
55: CCn1c(-c2ccc(-c3nc4ccc(C)cc4[nH]3)cc2)n[nH]c1=S
56: CC(C)(C)SC(=S)SCC(=O)c1ccc(Cl)cc1

Compound | 49 | 50 | 51 | 52 | 53 | 54 | 55 | 56
UACC-62 | 94 | -99* | 82 | -71* | 80 | 102 | 94 | 100
HS 578T | 111 | -1.6* | 73 | -32* | 50 | 100 | 101 | 95
BT-549 | 103 | -94* | 80 | -85* | / | 87 | 94 | 98
SK-MEL-2 | 107 | -89* | 98 | -83* | 92 | 108 | 106 | /
UACC-257 | 97 | -90* | 94 | -95* | / | 77 | 111 | 94
SK-MEL-28 | 95 | -100* | 96 | -96* | 102 | 110 | 92 | 95
MALME-3M | 99 | -98* | 80 | -59* | 100 | 110 | 86 | 89
T-47D | 104 | -53* | 94 | -30* | 70 | 84 | 89 | 87

57: O=C1C(c2cccc3ccccc23)=C(c2c[nH]c3ccc(Br)cc23)C(=O)N1O
58: CCCCCCCC/C=C\CCCCCCCCCCCCOc1ccc(CCOP(=O)(O)OCC[N+](C)(C)C)cc1
59: CCC(=O)c1ccc(OC)c2ccccc12
60: CC1CN1C(=O)Nc1ccc(Cc2ccc(NC(=O)N3CC3C)cc2)cc1 (centres undefined)
61: CC(=O)c1cc(C)c(C)cc1C
62: CN1CCCNc2c(c(=O)c2=O)NCCCN(C)CCCNc2c(c(=O)c2=O)NCCCN(C)CCCNc2c(c(=O)c2=O)NCCCN(C)CCCNc2c(c(=O)c2=O)NCCCN(C)CCCNc2c(c(=O)c2=O)NCCCN(C)CCCNc2c(c(=O)c2=O)NCCC1
63: CC1=C(C)C2C(CC(C)C)NC(=O)C23C(=O)CC2C4OC(C)(CCC4O)C2C3C1O (centres undefined)
64: C=CCN(CC=C)CCN1C(=O)c2c(c3c4ccccc4n4c3c3c2c2ccccc2n3C2CC(O)C(O)C4(C)O2)C1=O (centres undefined)

Compound | 57 | 58 | 59 | 60 | 61 | 62 | 63 | 64
UACC-62 | 89 | 83 | 110 | 97 | 107 | 100 | 90 | 63
HS 578T | 109 | 100 | / | / | 105 | 117 | 85 | 85
BT-549 | 128 | 105 | 118 | 100 | 94 | 100 | 77 | 92
SK-MEL-2 | / | 114 | 102 | 112 | 109 | 115 | 94 | 82
UACC-257 | / | 98 | 117 | 103 | 98 | 93 | 73 | 95
SK-MEL-28 | 107 | 102 | 127 | 110 | 103 | 99 | 93 | 98
MALME-3M | 96 | 94 | 115 | 99 | 92 | / | 92 | 62
T-47D | 98 | 99 | 109 | 92 | / | 91 | 75 | 76

From no. 58 to 62, as listed above:
58: CCCCCCCC/C=C\CCCCCCCCCCCCOc1ccc(CCOP(=O)(O)OCC[N+](C)(C)C)cc1
59: CCC(=O)c1ccc(OC)c2ccccc12
60: CC1CN1C(=O)Nc1ccc(Cc2ccc(NC(=O)N3CC3C)cc2)cc1 (centres undefined)
61: CC(=O)c1cc(C)c(C)cc1C
62: CN1CCCNc2c(c(=O)c2=O)NCCCN(C)CCCNc2c(c(=O)c2=O)NCCCN(C)CCCNc2c(c(=O)c2=O)NCCCN(C)CCCNc2c(c(=O)c2=O)NCCCN(C)CCCNc2c(c(=O)c2=O)NCCCN(C)CCCNc2c(c(=O)c2=O)NCCC1

Compound | 58 | 59 | 60 | 61 | 62
UACC-62 | 83 | 110 | 97 | 107 | 100
HS 578T | 100 | / | / | 105 | 117
BT-549 | 105 | 118 | 100 | 94 | 100
SK-MEL-2 | 114 | 102 | 112 | 109 | 115
UACC-257 | 98 | 117 | 103 | 98 | 93
SK-MEL-28 | 102 | 127 | 110 | 103 | 99
MALME-3M | 94 | 115 | 99 | 92 | /
T-47D | 99 | 109 | 92 | / | 91
